STEP block – inhibitors of human striatal-enriched phosphatase STEP | recombinant STEP, OMFP fluorogenic substrate, fluorescence | inhibition, % at 20 µM | hit rate 0.25% among 360,000;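 active = inhibition at 20 µM, scaled per plate between control wells, above about 37%, limit read from the data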;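 note: 0% = DMSO with enzyme and substrate and 100% = substrate only without enzyme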
Target sequence (P54829 whole entry, looked up): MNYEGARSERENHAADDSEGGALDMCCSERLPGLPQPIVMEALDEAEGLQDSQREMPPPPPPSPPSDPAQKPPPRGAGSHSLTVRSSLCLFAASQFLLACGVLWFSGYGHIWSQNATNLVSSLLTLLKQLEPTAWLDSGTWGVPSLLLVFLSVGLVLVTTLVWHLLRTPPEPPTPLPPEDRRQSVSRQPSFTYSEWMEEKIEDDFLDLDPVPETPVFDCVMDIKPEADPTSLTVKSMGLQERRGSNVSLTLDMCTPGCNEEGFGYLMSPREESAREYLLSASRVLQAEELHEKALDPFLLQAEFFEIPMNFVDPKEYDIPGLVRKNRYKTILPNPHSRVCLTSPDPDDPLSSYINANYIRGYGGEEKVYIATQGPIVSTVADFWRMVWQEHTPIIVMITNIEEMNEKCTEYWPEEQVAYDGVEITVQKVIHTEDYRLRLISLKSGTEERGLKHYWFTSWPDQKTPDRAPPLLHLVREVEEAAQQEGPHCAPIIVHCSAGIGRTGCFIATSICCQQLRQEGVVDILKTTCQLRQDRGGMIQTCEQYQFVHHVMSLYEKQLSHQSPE
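Test system: STEP tyrosine phosphatase / Reagent: OMFP at 25 µM / Doses: 20 µM, 1% DMSO / Read-out: percent inhibition scaled to no-enzyme and uninhibited-enzyme controls, plate-pattern corrected / Detection: FITC-channel fluorescence of OMFP product / Medium: Bis-Tris buffer pH 6.0, 2.5 mM DTT, 0.005% Tween 20 / Schedule: 20 min at room temperature, dark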
Rpn11 inh – blocks the human proteasome subunit Rpn11; O00487; human 26S proteasome, Ub4-pepOG fluorescence polarization; 20S core pre-blocked with epoxomicin; calls only at 20 µM; hit rate 0.59% among 360,000; AID 588493;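 active = inhibition at 20 µM, scaled to each plate's controls, above about 33%, limit read from the data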
Target sequence (O00487 whole entry, looked up): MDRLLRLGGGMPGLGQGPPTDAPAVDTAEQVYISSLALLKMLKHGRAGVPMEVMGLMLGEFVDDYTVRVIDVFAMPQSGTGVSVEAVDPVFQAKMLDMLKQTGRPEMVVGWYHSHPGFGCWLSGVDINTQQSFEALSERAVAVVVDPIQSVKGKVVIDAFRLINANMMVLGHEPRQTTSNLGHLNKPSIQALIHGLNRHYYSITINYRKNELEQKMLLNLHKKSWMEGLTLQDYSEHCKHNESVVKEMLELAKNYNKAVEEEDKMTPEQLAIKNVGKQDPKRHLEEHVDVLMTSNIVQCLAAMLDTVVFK
SUMO1-SIM PPI – alters human SUMO1 binding to SIM partners | hit rate 0.33% among 360,000 | AID 602429 | SUMO1 binding to a labelled peptide, TR-FRET, 1 h | P63165 | inhibition, % at 20 µM; in the data active = inhibition above about 37%
Target sequence (P63165 whole entry, looked up): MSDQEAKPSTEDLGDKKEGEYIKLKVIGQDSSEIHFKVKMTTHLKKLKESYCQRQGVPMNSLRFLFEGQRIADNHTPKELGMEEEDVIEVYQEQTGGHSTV
SKN-1 block – blocks SKN-1 activity in C. elegans | inhibition, % at 21.8 µM | C. elegans VP596 Pgst-4::GFP/RFP ratio, acrylamide-induced, 24 h | hit rate 0.49% among 360,000;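 active = interference check ratio from 0.5 to 1.5 plus GFP to RFP signal ratio inhibition reaching or exceeding a fixed threshold, cut at about 30% in these data, passing the limit was not always enough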; note: some compounds called inactive have numbers as strong as hits
MT1-MMP act inh – inhibitors of human MT1-MMP activation; hit rate 0.061% among 360,000; P50281; GFP/RFP ratio change, % at 20 µM; HT1080 RFP-PRO-GFP cells, GFP/RFP ratio fluorescence, overnight; percent of plate control window, DMSO zero;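 active = GFP/RFP ratio change of at least 30% with cell ATP level not reduced by more than half and red fluorescence within 50% of control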; note: strong numbers were not always called active
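Assay system – RFP-PRO-GFP reporter HT1080 cells · Compound dosing – single dose of 20 µM compound, 1% DMSO final · Incubation – overnight compound exposure at 37 °C · Measure – GFP/RFP fluorescence ratio · Benchmarks – DMSO wells and RFP-L50D-GFP cells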
NRP1-CendR mod – NRP-1/CendR interaction modulation. O14786. FAM-RPARPAR peptide binding to NRP-1, fluorescence polarization. inhibition, % at 25 µM. hit rate 0.85% among 360,000;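 active = inhibition or corrected inhibition above about 18%, plus a signal ratio from 0.5 to 1.5, limit read from the data, passing the limit was not always enough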; note: strong numbers were not always called active
Scp1 inh – inhibitors of human Scp-1 phosphatase; Recombinant Scp1, phosphopeptide, malachite green phosphate absorbance; hit rate 0.88% among 340,000; AID 493091; inhibition, % at 20 µM;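 active = inhibition above about 50% at 20 µM, limit read from the data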;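 note: plate controls were DMSO wells with enzyme for no effect and wells lacking enzyme for full effect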
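Test system – truncated SCP-1 phosphatase (76-261aa) · Reagent – Phosphorylated 17-residue peptide substrate · Incubation – 45 min room-temperature reaction, 5 min colour, 30 min stabiliser · Detection – colorimetric phosphate reagent with accelerator and stabiliser, absorbance at 630 nm · Measure – % inhibition at 20 µM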
DNMT1 block – inhibitors of human DNMT1. P26358. DNMT1 molecular beacon, Hinp1I cleavage, fluorescence. inhibition (reported as % activation of signal), % at 10 µM. hit rate 0.83% among 360,000; in the data active = inhibition above about 50%
LMPTP inh – blocks human LMPTP phosphatase | recombinant LMPTP-A, OMFP fluorogenic substrate, fluorescence intensity | inhibition, % at 20 µM | hit rate 0.22% among 360,000;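 active = compounds that cut the enzyme signal by at least half of the control window in the single-dose screen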;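 note: plate controls were DMSO wells with enzyme plus substrate for no effect and substrate without enzyme for full effect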
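Buffer or medium: Bis-Tris pH 6.0, DTT, detergent; Assay system: LMPTP-A enzyme; Quantity: 0.625 nM enzyme; Detection: endpoint fluorescence intensity; Times: 50 min dark incubation at room temperature; Controls: substrate-only low control, DMSO enzyme-plus-substrate high control; Doses: single 20 µM dose; Read-out: percent inhibition versus substrate-only and uninhibited controls; Reagent: 400 µM OMFP.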
NadD block – inhibitors of Staphylococcus aureus NadD. purified NadD enzyme, colorimetric absorbance read-out. inhibition, % at 20 µM. hit rate 0.78% among 360,000. AID 602399; in the data active = inhibition above about 26%; note: some compounds past the cut are filed as inactive
* = called active by the depositor; i = inactive; . = not tested or not shown.

SMILES	STEP block	Rpn11 inh	SUMO1-SIM PPI	SKN-1 block	MT1-MMP act inh	NRP1-CendR mod	Scp1 inh	DNMT1 block	LMPTP inh	NadD block
Cc1ccc(N=Cc2c(C)[nH]n(-c3nc4ccccc4[nH]3)c2=O)cc1	0	i	-9	6	10	2	2	2	-0.3	15
O=C(Nc1cnc2ccccn2c1=O)c1ccc(F)cc1	0	i	-14	-3	-6	-1	2	-4	-1.0	-3
CCN1CCN(C(=O)C2CCCN(S(=O)(=O)c3ccc(OC)c(OC)c3)C2)CC1 (stereo not drawn)	1	i	-2	6	-4	9	-9	0	-0.3	-1
CCN1CCN(CC(O)COCc2cc(OC)c(OC)c(OC)c2)CC1 (stereo not drawn)	-2	i	-1	0	-1	1	-3	2	-7.6	-1
CC(=O)c1ccc(N2CCN(S(=O)(=O)c3c(C)[nH]c(=O)[nH]c3=O)CC2)cc1	2	i	0	-6	7	0	2	3	0.5	-2
CC(C)c1cc(C(=O)NCc2ccco2)no1	-2	i	5	-8	1	-14	10	24	-2.1	-1
CCC(=O)NCCc1nc2cc(NC(=O)c3ccc(OC)cc3)ccc2n1C	6	i	0	-6	4	-3	3	5	-0.9	0
O=C(N1CCN(CCO)CC1)N1c2ccccc2CCc2ccccc21	-1	i	4	1	-2	-1	-11	2	-1.5	-5
COc1ccc(C2NC(=O)NC(C)=C2C(C)=O)cc1 (stereo not drawn)	1	i	1	11	-4	-31	-8	0	0.3	1
CC(Sc1nncs1)C(=O)NCC(=O)Nc1ccc(F)c(F)c1F (stereo not drawn)	-1	i	-4	8	0	17	-5	0	1.4	-5
O=C1CCC/C(=N\NC(=O)c2ccc(COc3cccc4cccnc34)cc2)C1	2	i	-7	9	2	-8	-12	-7	22	3
COc1ccc(NC(=S)NCc2ccco2)cc1	6	i	1	-2	1	-3	-7	-3	-0.4	3
CNS(=O)(=O)c1cccc(C(=O)NCC2(N3CCOCC3)CCCCC2)c1	1	i	2	4	2	4	1	6	-1.0	-5
COc1ccc(C(=O)CSc2nnc(CN3CCCCC3)n2-c2ccc(F)cc2)cc1	-1	i	1	-13	-4	0	1	-1	-0.3	1
CC(=O)N1CCC(=O)N(C(C)C)c2ccccc21	0	i	-1	-18	0	-5	6	2	-0.9	-8
Cc1c(C(=O)N(Cc2nnc(-c3ccccc3Cl)o2)C2CC2)oc2ccccc12	-1	i	-8	8	2	-4	-11	-6	-4.0	-8
Cc1cccc(OCC(=O)NC(Cc2ccccc2)C(=O)O)c1 (stereo not drawn)	-1	i	-3	-7	0	-12	-11	0	-2.2	-10
Cc1ccc(S(=O)(=O)Cn2nnnc2C(c2ccccn2)N2CCN(c3ccccc3)CC2)cc1 (stereo not drawn)	-2	i	0	7	-4	-2	-4	-2	0.1	-4
CCOC(=O)C(CC)Sc1ncnc2nc[nH]c12 (stereo not drawn)	0	i	-1	-6	0	-3	-1	4	-1.2	3
COc1c(Cl)cnn(-c2ccc(C)cc2)c1=O	1	i	-9	-6	-2	0	-11	4	-0.6	-1
CCC(C(=O)NC1CCCC1)N(C(=O)c1snc(C(N)=O)c1N)c1ccc(OC)c(OC)c1 (stereo not drawn)	0	i	-6	6	0	-7	-3	1	-0.6	3
C=C1CC(COc2ccc3c(C)c(Cl)c(=O)oc3c2)(c2ccccc2)OC1=O (stereo not drawn)	3	i	-11	3	5	3	-8	15	2.9	2
O=C(NCCN1CCOCC1)c1ccc2c(c1)N(Cc1cccc(Cl)c1)C(=O)c1ccccc1S2(=O)=O	-1	i	-2	27	-1	4	.	-4	0.3	-1
CNC(=O)c1ccc(CN(C)C(=O)c2cccc(S(=O)(=O)N3CCc4ccccc4C3)c2)cc1	-4	i	-1	2	-5	-5	.	1	0.4	-1
CCOc1ccc(NC(=O)CSc2cn[nH]n2)cc1	-4	i	-2	3	1	7	0	1	2.4	3

Record cards, as listed above:
O=C(NCCN1CCOCC1)c1ccc2c(c1)N(Cc1cccc(Cl)c1)C(=O)c1ccccc1S2(=O)=O across the screens: STEP block = -1; Rpn11 inh = i; SUMO1-SIM PPI = -2; SKN-1 block = 27; MT1-MMP act inh = -1; NRP1-CendR mod = 4; Scp1 inh = .; DNMT1 block = -4; LMPTP inh = 0.3; NadD block = -1
O=C1CCC/C(=N\NC(=O)c2ccc(COc3cccc4cccnc34)cc2)C1 across the screens: STEP block = 2; Rpn11 inh = i; SUMO1-SIM PPI = -7; SKN-1 block = 9; MT1-MMP act inh = 2; NRP1-CendR mod = -8; Scp1 inh = -12; DNMT1 block = -7; LMPTP inh = 22; NadD block = 3

(listing goes on)
SMILES	STEP block	Rpn11 inh	SUMO1-SIM PPI	SKN-1 block	MT1-MMP act inh	NRP1-CendR mod	Scp1 inh	DNMT1 block	LMPTP inh	NadD block
O=C(O)CCSCc1ccccc1F	-3	i	1	-19	1	3	-3	-2	-2.5	1
CCCOc1ccc(C(=O)N2CCN(c3ccc(NC(=O)CC)cc3Cl)CC2)cc1	-1	i	2	10	-1	-9	-6	-2	0.5	1
COc1ccc(N2CCN(C(=O)CCC(=O)c3cc(C)sc3C)CC2)cc1	-3	i	1	-3	-4	-4	-7	-2	0.6	0
Cc1nc2sccc2c(=O)n1N	-1	i	0	-3	-1	8	-9	-1	0.2	-1
NC(=O)c1ccsc1NC(=O)c1ccc(S(=O)(=O)N2CCCc3ccccc32)cc1	-2	i	-2	11	-2	0	-19	-24	6.1	5
COC(=O)c1c(NC(=O)COC(=O)[C@@H](NS(=O)(=O)c2ccc(C)cc2)C(C)C)sc2c1CCC2	-1	i	-4	0	0	-4	-4	4	1.3	0
Nc1nc2c(ncn2[C@@H]2O[C@H](CNS(=O)(=O)N3CCc4ccccc4C3)[C@@H](O)[C@H]2O)c(=O)[nH]1	0	i	0	10	2	3	.	0	-1.6	2
COC(=O)c1ccc(OCC(=O)c2cccc(OC)c2)cc1	5	i	1	2	0	1	-10	1	-1.2	-5
CCO[C@H]1OC(C(=O)N2CCN(Cc3ccccc3)CC2)=C[C@@H](C)[C@@H]1CCCO	-1	i	0	0	-2	8	-4	2	-1.1	3
CN(CC(=O)NC1CCCCC1)S(=O)(=O)c1ccc(Cl)cc1	-2	i	5	-9	-3	-2	-1	8	-0.4	-7
Cc1[nH]c(=O)c(C#N)c(C)c1Cc1ccc(Cl)cc1Cl	-1	i	-2	9	-1	0	0	-3	1.0	3
CC(C)(C)OC(=O)CNC(=O)c1nc[nH]c1C(=O)N1CCc2ccccc2C1	-2	i	0	6	-1	12	-6	5	-1.0	-11
c1ccc2c(c1)OCC(CNc1ncnc3sccc13)O2 (stereo not drawn)	1	i	2	-12	-5	-5	5	-5	2.2	-1
CCCCCCCCN1C(=O)[C@H](CC(=O)NCc2ccc(C)o2)C[C@@]2(C(=O)OC)CC(C)(C)CC=C12	.	.	6	10	-6	-2	.	.	3.3	.
O=C(NNC(=O)c1ccccc1-n1cccc1)c1ccccc1	-3	i	0	-17	4	-1	-5	1	-1.9	3
Cc1ccc(N2CCN(CC(O)COc3ccc([N+](=O)[O-])cc3)CC2)cc1 (stereo not drawn)	1	i	-13	4	-3	-7	-2	-6	0.2	-5
N#Cc1c(NC(=O)c2ccc([N+](=O)[O-])o2)sc2c1CCC2	8	i	-28	11	-7	-8	40	19	5.1	-3
O=C(Nc1ccc(F)cc1)c1oc2ccccc2c1NC(=O)C1CCCC1	3	i	19	10	1	13	-17	0	2.4	-3
Cc1ccc2nc3c(cc(C(=O)NCCN4CCOCC4)c(=N)n3CCCN3CCOCC3)c(=O)n2c1	4	i	-30	5	-1	5	-7	2	2.8	5
CCCCNC(=O)c1onc(CS(=O)(=O)c2ccccn2)c1C(=O)NCCCC	0	i	2	-11	0	14	-5	-1	-1.1	-1
CCCC(=O)Nc1ccc2oc(-c3ccc(OC)c(Br)c3)nc2c1	-1	i	26	18	1	-22	-7	-4	-0.3	-12
COc1ccc(NC2=C(Cl)C(=O)N(CCc3ccccc3)C2=O)cc1	1	i	-7	2	8	-7	-10	1	0.4	-5
N#CCOC(=O)C1CCN(S(=O)(=O)c2ccc3c(c2)OCCO3)CC1	1	i	3	-8	10	17	-6	-1	0.2	-6
CN(C)S(=O)(=O)c1cccc(C(=O)OCC(=O)N2c3ccccc3NC(=O)C2(C)C)c1	1	i	-3	-18	5	-4	-5	-4	-0.3	1
COc1ccc(Cl)cc1NC(=O)c1[nH]c(C)c(C(C)=O)c1C	1	i	-13	17	-3	2	4	37	0.1	1

(more compounds)
SMILES	STEP block	Rpn11 inh	SUMO1-SIM PPI	SKN-1 block	MT1-MMP act inh	NRP1-CendR mod	Scp1 inh	DNMT1 block	LMPTP inh	NadD block
CCSc1ncc(/C=N/Nc2ccc(F)cc2)n1C	3	i	-6	16	-4	3	3	-4	1.3	9
O=c1c(-c2ccccc2)nc2ccccc2n1C(c1ccccc1)c1nc2ccccc2[nH]1 (stereo not drawn)	.	.	11	7	-6	-18	.	.	0.0	.
COc1cc(C(=O)Nc2ccc(-n3cnnn3)c(C)c2)cc(OC)c1OC	0	i	1	4	15	-4	-1	3	-2.0	-6
COC(=O)C1=C(C)N(C)C(C)=C(C(=O)OC)C1c1ccc(F)c(Br)c1	-4	i	12	4	2	13	-8	-6	3.1	-10
O=C(CCSCCc1ccccn1)Nc1ccccn1	0	i	-2	12	-1	-2	3	-3	-1.5	-7
S=C(NCc1cccnc1)Nc1cc(Cl)cc(Cl)c1	-1	i	2	0	4	13	-4	-1	0.7	-8
CCOC(=O)N1CCN(C(=O)CN(c2cccc(OC)c2)S(C)(=O)=O)CC1	2	i	2	12	-1	1	-8	1	-0.3	4
Cc1ccnc2ccc(-c3nc4ccccc4o3)cc12	-3	i	-14	-2	-11	-8	-7	3	1.7	-4
Cc1occc1C(=O)N/N=C/c1ccccn1	-1	i	-6	-2	2	2	-4	0	-1.2	-5
COc1ccc(S(=O)(=O)N2CCCCCC2)cc1C(=O)N(C)Cc1cccs1	0	i	3	-13	-1	0	1	-2	-1.4	0
CCOC(=O)c1ccc(NC(=O)Nc2ccc3c4c(cccc24)C(=O)N3CC)cc1	-3	.	-2	9	-35	-115	-11	9	2.1	-6
COC(=O)c1cc(NC(=O)c2ccccc2F)cc(C(=O)OC)c1	-2	i	1	1	-2	-2	-3	1	0.2	0

Random excerpt: 2 records from the list.
SMILES	STEP block	Rpn11 inh	SUMO1-SIM PPI	SKN-1 block	MT1-MMP act inh	NRP1-CendR mod	Scp1 inh	DNMT1 block	LMPTP inh	NadD block
COC(=O)c1c(NC(=O)COC(=O)[C@@H](NS(=O)(=O)c2ccc(C)cc2)C(C)C)sc2c1CCC2	-1	i	-4	0	0	-4	-4	4	1.3	0
Cc1ccc(S(=O)(=O)Cn2nnnc2C(c2ccccn2)N2CCN(c3ccccc3)CC2)cc1 (stereo not drawn)	-2	i	0	7	-4	-2	-4	-2	0.1	-4
